# Assay outcomes: PubChem, National Center for Advancing Translational Sciences (NCATS)
# IL1B secr inh = inflammasome signaling inhibition, IL-1 beta readout; activity change, % at 57.5 µM; actives 4.7% (n = 360,000); THP-1 LPS/ATP IL-1B secretion, AlphaLISA, 16 h; stronger effect = lower value; in the data active = activity change below about -50%; inconclusive = mostly about -30% to -49%; note: % is set by controls: 0 for no effect and ±100 for the full control effect
#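 Secreted IL-1B measured by AlphaLISA bead assay after 16 h compound exposure of THP-1 cells; compounds (final up to 57.5 uM) added 1 h before LPS (250 ng/mL) and ATP (1.25 mM) stimulation; lower signal means less secretion.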
# Nrf2 inh = blocks Nrf2 signaling. AID 504444. A549 ARE-Fluc reporter, luciferase luminescence, 18-24 h. Potency, µM (titrated, usually from 46 µM), inactives show at the top dose activity change, negative = inhibition, actives largely listed as inhibitors. actives 2.1% (n = 360,000); note: potency is the fitted concentration of half-maximal effect; % is set by controls: 0 for no effect and ±100 for the full control effect; nearly all actives have a fitted effect of over 60% in size
#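 A549 ARE_Fluc cells (5000/well, 5% FBS OPTI-MEM) pre-incubated 2 h, then treated with compounds 18-24 h at 37C/5% CO2 in concentration-response. CellTiter-Fluor viability read first; BugLite luciferase luminescence after 15 min at room temperature gives Nrf2 activity.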
# S2 tox = reduces viability in counter-screen for ATXN expression inhibitors | S2 cells (HEK-293 line with an ATXN2-luciferase reporter) viability, CellTiter-Fluor protease fluorescence, 24 h | Potency, µM (highest dose often 56.7 µM), actives largely listed as cytotoxic | actives 0.49% (n = 400,000) | AID 651635; note: potency is the fitted concentration of half-maximal effect; nearly all actives have a fitted effect of over 40% in size
# TGFb inhibitor = TGF-b pathway inhibition. AID 588855. Potency, µM (titrated, usually from 46.1 µM), without a hit: at the highest dose activity, negative = inhibition, actives largely listed as inhibitors. HepG2 CAGA-GFP TGF-b/SMAD3 reporter, GFP fluorescence, 18 h; TGF-beta stimulated, 500 pg/mL final. actives 1.2% (n = 410,000); note: potency is the fitted concentration of half-maximal effect; % is set by controls: 0 for no effect and ±100 for the full control effect; nearly all actives have a fitted effect of over 65% in size
#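 Using HEPG2 CAGA-GFP reporter cells at 1000 cells/well, we pinned test compounds, stimulated with recombinant TGF-beta (500 pg/mL final) and measured total well GFP after 18 h.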
# A549 tox = A549 cytotoxicity, counter-screen for Nrf2 inhibitors | A549 ARE-Fluc cells, CellTiter-Fluor viability, 18-24 h | Potency, µM (series often up to 46 µM), for inactives: top-dose activity change, negative = cytotoxicity, hits mostly inhibitors | actives 0.16% (n = 390,000) | AID 504648; note: potency is the fitted concentration of half-maximal effect; % is set by controls: 0 for no effect and ±100 for the full control effect
#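 A549 ARE-Fluc cells in 5% FBS OPTI-MEM, 5000 cells/well, rested 2 h then exposed to compounds in concentration-response for 18-24 h at 37 °C. Viability by CellTiter-Fluor fluorescence (Ex 405/Em 525) after 30 min; luciferase luminescence (BugLite, 15 min, RT) read afterwards.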
# MCF10A rereplic = inducers of DNA re-replication in MCF 10A breast cells | MCF 10A DNA re-replication, Hoechst nuclear intensity, 48 h | Potency, µM (titrated, usually from 46.1 µM), for the others: top-dose activity, positive = re-replication, most hits filed as activators | actives 2.9% (n = 350,000) | AID 624296; note: potency is the fitted concentration of half-maximal effect; % of control where 0% means no effect; nearly all actives have a fitted effect of over 50% in size
# ATXN2 expr inh = ATXN2 expression inhibition | HEK-293 ATXN2-luciferase reporter, luminescence, 24 h | Potency, µM (highest dose often 57 µM), for inactives: at the top dose activity change, negative = inhibition, actives largely listed as inhibitors | actives 0.72% (n = 360,000) | AID 1745845; note: potency is the fitted concentration of half-maximal effect; % is set by controls: 0 for no effect and ±100 for the full control effect; nearly all actives have a fitted effect of over 55% in size
#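 ATXN2-luciferase reporter cells (luciferase flanked by upstream and downstream ATXN2 gene portions) were treated 24 h at 37 °C with compounds at up to 57 uM. SteadyGlo luminescence gave expression; GF-AFC fluorescence gave viability.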
# Nrf2 activator = Nrf2 pathway activation; AREc32 ARE-luciferase reporter (MCF7-derived line), luminescence, 24 h; Potency, µM (highest dose often 46.1 µM), without a hit: at the highest dose activation, most hits filed as activators; actives 0.31% (n = 410,000); AID 624171; note: potency is the fitted concentration of half-maximal effect; % of control where 0% means no effect; nearly all actives have a fitted effect of over 65% in size
#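 AREc32 cells carrying an ARE-driven firefly luciferase reporter were seeded at 1000 cells/well in OPTI-MEM with 5% FBS, then exposed to compound for 24 hr at 37 deg C. Luminescence was read with Steady-Glo after 30 min at RT.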
# HepG2 viability = kills HepG2 cells in TGF-b inhibitor counter-screen. AID 588856. actives 0.76% (n = 410,000). HepG2 CAGA-GFP viability, ATP luminescence, 18 h. Potency, µM (doses to about 46.1 µM), inactives show top-dose activity change, negative = cytotoxicity, actives largely listed as cytotoxic; note: potency is the fitted concentration of half-maximal effect; some results filed as inactive show a strong effect at the top dose
#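 HepG2 CAGA-GFP cells (1000/well, DMEM with 1% FBS) received compound, then TGF-beta at 500 pg/mL final, and were incubated 18 hours at 37 degrees C. Viability was read by CellTiter-Glo luminescence. Media-only wells were set as complete cell-killing and DMSO as no toxicity.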
# Starred values were filed as active, the others as inactive; i = inactive; ? = inconclusive; . = not tested or not shown; [ ] = remark or other dose. Unless noted, calls come from the whole dose curve; as a rule, active = well fitted curve in the direction sought with a large enough effect; inconclusive = small, poorly fitted or top-dose-only effect, or another doubt; inactive = no such curve, though single readings can be large; an effect the other way counts as inactive or inconclusive. No enrichment for hits (roughly 8.8% active in at least one column).
SMILES,IL1B secr inh,Nrf2 inh,S2 tox,TGFb inhibitor,A549 tox,MCF10A rereplic,ATXN2 expr inh,Nrf2 activator,HepG2 viability
Cc1ccc(S(=O)(=O)N(CC(O)CN2CCOCC2)c2cccc([N+](=O)[O-])c2)cc1 (stereo not given),0,26%,i,-19%,12%,0%,-6%,-0.4%,-15%
CCCOc1ccc(F)cc1-c1cc(C(=O)Nc2ccc(OC)nc2)[nH]n1,?,.,?,2%,.,.,-2%,3.4%,-18%
COc1cccc(NC(=O)CSc2nc3ncc(Br)cc3[nH]2)c1,35,9%,i,-24%,2%,8%,?,2.6%,-31%
NC(=O)c1cc(NC(=O)c2ccc(NS(=O)(=O)c3cccs3)cc2)cc(C(N)=O)c1,-4,1%,i,-1%,0%,0%,2%,-0.3%,11%
Oc1ccc(-c2[nH]nc(-c3ccccc3)c2-c2nc3ccccc3[nH]2)cc1,-4,?,i,-16%,-18%,2%,4%,-0.2%,-10%
COc1ccc(-c2c(C)n([O-])c3c([n+]2=O)CCCCC3)cc1OC,-8,-12%,i,8%,0%,1%,-2%,-1.0%,-8%
O=C(Nc1ccc(F)cc1F)c1cc2ncc(CCCl)cn2n1,7,12%,?,-2%,-4%,-3%,20%,0.2%,8%
CCc1ccc(-c2cn3c(n2)sc2cc(C(=O)NCCCc4ccccc4)ccc23)cc1,.,13%,.,-16%,3%,.,.,1.0%,0%
COc1ccc(S(=O)(=O)N2CCN(C/C=C/c3ccccc3)CC2)cc1NC(C)=O,-19,1%,i,0%,0%,6%,11%,-0.5%,-8%
COc1ccc(C(C#N)Nc2ccc(C)cc2)cc1 (stereo not given),-6,1%,i,-29%,-7%,12%,0%,-0.5%,4%
O=C(NCCn1cc(SCC(=O)N2CCOCC2)c2ccccc21)c1ccccc1,14,-1%,?,6%,4%,1%,3%,-0.6%,-6%
CCOCCCNC(=O)C(NC(=O)Cc1c[nH]c2ccccc12)c1ccc(OC)cc1 (stereo not given),11,3%,i,-1%,1%,3%,-13%,-0.3%,0%
CCn1cc(-c2csc(N)n2)c(C)n1,0,?,i,0%,0%,-4%,.,2.0%,9%
Cc1ccc(OCC(=O)NCCNC(=O)c2ccncc2)cc1,2,-5%,i,-22%,0%,2%,15%,-0.3%,-13%
COc1cc(C2C(=O)N(C3CCCCC3)CC(=O)N2CCc2ccccc2)ccc1OC(C)C (stereo not given),.,.,.,0%,6%,.,.,0.3%,-10%
CN(CCOc1ccccc1)S(=O)(=O)c1ccc2oc3ccccc3c2c1,-19,?,i,-48%,1%,?,-5%,0.3%,-5%
CCOC(=O)c1c(C)oc2nc(C)nc(NCCc3ccc(Cl)cc3)c12,.,-25%,i,-2%,14%,.,2%,0.4%,-10%
COc1ccc(CNC(=O)Cn2ccc3cc(S(=O)(=O)N4CCCCCC4)ccc32)c(OC)c1,.,?,?,-17%,-12%,.,?,4.0%,-18%
CC1=C(C(=O)OCc2ccccc2)C(c2ccc([N+](=O)[O-])cc2)NC(=O)N1CCCC(=O)O (stereo not given),1,-2%,i,?,-2%,-2%,9%,-0.8%,-3%
COc1cc(/C=C2\NC(=S)N(C)C2=O)ccc1OCc1ccccc1F,0,?,?,-11%,-2%,?,.,0.7%,1%
CCOc1ccc(OCc2ccc(C(=O)NCc3ccncc3)o2)cc1,?,?,i,5%,-1%,18µM*,44%[activator],3.9%,-6%
CSc1cccc(NC(=O)c2[nH]c(C)c(C(C)=O)c2C)c1,?,?,i,-3%,?,-9%,9%,7.7%,-14%
Cc1ccc(CNC(=O)CSc2nc3c(sc4ccccc43)c(=O)n2CCCOC(C)C)cc1,.,.,i,13%,-5%,.,8%,-0.5%,14%
CN(C)S(=O)(=O)c1ccc(C(=O)Nc2nnc(SCc3cccc4ccccc34)s2)cc1,1,6%,i,-14%,7%,?,0%,0.0%,-7%
COc1cc(C#N)c(NC(=O)CN2CCN(CCO)CC2)cc1OC,20,9%,i,-33%,2%,-6%,13%,-0.9%,5%
COc1ccc(/C=N/NC(=O)C(C)Sc2ccccn2)cc1[N+](=O)[O-] (stereo not given),37,16%,i,-5%,0%,-24%,-11%,0.6%,-17%
CN(C)c1ccc(CN(CC2CCCO2)C(=O)COc2ccccc2Cl)cc1 (stereo not given),.,-31%,.,-16%,-4%,.,.,2.9%,-20%
O=C(CC1CCC1)NC(c1ccccc1)c1ccccc1,6,-6%,i,-4%,1%,3%,-6%,0.2%,-13%
O=C(NCCS(=O)(=O)NCc1ccc2c(c1)OCO2)c1ccccc1,0,-2%,i,9%,1%,-5%,11%,-0.3%,1%
O=[N+]([O-])c1ccc(/C=N/NC(=S)Nc2ccccc2)o1,-6,4%,i,?,1%,5%,-2%,?,-59%
O=C(NC(Cc1ccccc1)C(=O)O)/C(=C/c1ccc(Cl)cc1)NC(=O)c1ccccc1 (stereo not given),4,10%,i,8%,-5%,-4%,-2%,-1.0%,3%
CN(C)S(=O)(=O)c1cccc(-c2csc(=Nc3ccccc3)n2CCCN2CCOCC2)c1,-25,?,i,-10%,-7%,-14%,-8%,6.5%,-30%
Cc1c(C)n(Cc2ccccc2)c2ccc(C(=O)NCC(C)c3ccccc3)cc12 (stereo not given),.,0%,.,0%,-6%,.,.,0.6%,-31%
NC(N)=Nc1nc(CCN2C(=O)c3ccccc3C2=O)cs1,7,-22%,i,12%,-2%,3%,1%,-0.5%,2%
Cc1nc(Nc2cccc(O)c2)c2oc3ccccc3c2n1,11,3%,?,-3%,14%,0%,.,15%,-34%
CC(=O)c1c(C)[nH]c(C(=O)COC(=O)c2cc(S(=O)(=O)N(C)c3ccccc3)ccc2Cl)c1C,35,9%,i,?,20%,4%,4%,2.6%,-4%
Cn1c(Cl)cnc1C(O)(c1ccccc1)c1ccccc1,0,-8%,.,10%,-1%,-1%,-22%,-0.5%,-8%
CCOC(=O)c1c(-c2ccccc2)csc1NC(=O)CSc1nnc(C)s1,-30,13µM*,i,?,-10%,?,-18%,0.8%,0%
O=C(O)CCC(=O)NNC(=O)c1ccc([N+](=O)[O-])cc1,19,10%,i,-1%,8%,0%,3%,0.0%,-3%
CCOC(=O)c1sc2nc(C)nc(N3CCN(S(=O)(=O)c4ccccc4)CC3)c2c1C,25,-24%,i,0%,1%,-1%,1%,-0.5%,0%
N#Cc1c[nH]n2c(=O)c3c(nc12)CCC3,-23,12%,i,6%,0%,-16%,0%,0.1%[9.22 µM],8%
O=[N+]([O-])c1cc(/C=N/NC(=S)Nc2ccccc2Cl)ccc1Cl,-86*,-2%,i,-28%,-13%,?,-12%,?,-59%
O=C(CSc1nnc2ccccn12)NCCN1C(=O)CSC1=O,9,1%,i,-3%,0%,0%,8%,0.2%,-17%
Cc1c(C)n(C(=O)CN2CCC(C(N)=O)CC2)c2ccccc12,-12,.,i,33%[activator],-1%,7%,3%,-0.5%,5%
O=C(O)Cc1ccc(C(=O)c2ccc(Cl)cc2)s1,2,-2%,i,-8%,1%,?,-21%,-0.5%,-16%

# Some of the entries so far, with tabs:
canonical_smiles	IL1B secr inh	Nrf2 inh	S2 tox	TGFb inhibitor	A549 tox	MCF10A rereplic	ATXN2 expr inh	Nrf2 activator	HepG2 viability
Cc1nc(Nc2cccc(O)c2)c2oc3ccccc3c2n1	11	3%	?	-3%	14%	0%	.	15%	-34%
CN(C)S(=O)(=O)c1cccc(-c2csc(=Nc3ccccc3)n2CCCN2CCOCC2)c1	-25	?	i	-10%	-7%	-14%	-8%	6.5%	-30%

# The listing continues:
SMILES,IL1B secr inh,Nrf2 inh,S2 tox,TGFb inhibitor,A549 tox,MCF10A rereplic,ATXN2 expr inh,Nrf2 activator,HepG2 viability
O=C(COC(=O)c1ccc(F)c(S(=O)(=O)N2CCOCC2)c1)Nc1ccc(Cl)cn1,50,.,i,0%,.,.,.,-0.1%,-15%
CC(C)(C)c1cc(C(=O)NNc2ccc(OC(F)(F)F)cc2)n(Cc2ccccc2)n1,.,?,i,?,12%,18µM*,-34%,7.3%,-1%
CCN(CC)S(=O)(=O)c1ccc(Nc2ccc(-c3ccc4c(c3)OCCO4)nn2)cc1,-1,-31%,i,-1%,-10%,3%,4%,-0.7%,-8%
CCOc1cc(N2CCOCC2)c(OCC)cc1NS(=O)(=O)c1ccc2c(c1)CC(=O)N2,7,.,i,-1%,.,.,.,0.1%,-5%
CC1CCN(CC(=O)c2cccs2)CC1,5,3%,i,-6%,0%,-2%,9%,0.2%,-4%
COc1cccc(N2CCN(c3ccc4nnc(CCC(=O)Nc5ccc(F)cc5)n4n3)CC2)c1,20,1%,i,13%,3%,13%,-12%,0.0%,2%
O=C(CCN1C(=O)C2CC=C(Cl)CC2C1=O)N1CCCCC1 (stereo not given),2,10%,i,-18%,0%,4%,4%,0.0%,-11%
Cc1ccc(C)c(NCc2n[nH]c(=S)n2-c2ccccc2)c1,11,-6%,i,10%,3%,17%,-11%,0.0%,-7%
CC(C)NCC(O)COCc1ccc(Cl)cc1 (stereo not given),8,11%,i,26%,14%,-4%,-3%,-0.5%,-5%
COc1cccc(NC(=O)C(C)n2c(=O)cc(C(F)(F)F)c3c(C)nn(C)c32)c1 (stereo not given),.,-27%,i,-2%,-2%,.,7%,-1.3%,-1%
CCN(c1ccccc1)S(=O)(=O)c1ccc(C(=O)Nc2cccc(C)n2)cc1,?,18µM*,i,-25%,-18%,0%,-12%,0.2%,-32%
COc1ccc(Nc2c3c(nc4ccc(NC(=O)c5cc(Cl)ccc5OC)cc24)CCCC3)cc1OC,.,-11%[9.27 µM],7.1µM*,10µM*,?,.,3.2µM*,-3.8%,7.1µM*
FC(F)Sc1nc(-c2ccccc2)c(-c2ccccc2)n1C(F)F,-6,-7%,i,-23%,-2%,0%,-8%,-0.1%,4%
